# Assay outcomes deposited in PubChem by National Center for Advancing Translational Sciences (NCATS).
# BRCT PPI green – blocks human BRCA1 BRCT binding to phosphopeptide, green readout. P38398. BRCA1 BRCT-phosphopeptide binding, green fluorescence polarization. Potency, µM (doses to about 76.9 µM), inactives show top-dose activity change, negative = inhibition, hits mostly inhibitors. actives 0.05% (n = 75,000). AID 875;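 note: potency is the fitted concentration of half-maximal effect; plate controls were peptide without protein for full effect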
# Target sequence (P38398 whole entry, looked up): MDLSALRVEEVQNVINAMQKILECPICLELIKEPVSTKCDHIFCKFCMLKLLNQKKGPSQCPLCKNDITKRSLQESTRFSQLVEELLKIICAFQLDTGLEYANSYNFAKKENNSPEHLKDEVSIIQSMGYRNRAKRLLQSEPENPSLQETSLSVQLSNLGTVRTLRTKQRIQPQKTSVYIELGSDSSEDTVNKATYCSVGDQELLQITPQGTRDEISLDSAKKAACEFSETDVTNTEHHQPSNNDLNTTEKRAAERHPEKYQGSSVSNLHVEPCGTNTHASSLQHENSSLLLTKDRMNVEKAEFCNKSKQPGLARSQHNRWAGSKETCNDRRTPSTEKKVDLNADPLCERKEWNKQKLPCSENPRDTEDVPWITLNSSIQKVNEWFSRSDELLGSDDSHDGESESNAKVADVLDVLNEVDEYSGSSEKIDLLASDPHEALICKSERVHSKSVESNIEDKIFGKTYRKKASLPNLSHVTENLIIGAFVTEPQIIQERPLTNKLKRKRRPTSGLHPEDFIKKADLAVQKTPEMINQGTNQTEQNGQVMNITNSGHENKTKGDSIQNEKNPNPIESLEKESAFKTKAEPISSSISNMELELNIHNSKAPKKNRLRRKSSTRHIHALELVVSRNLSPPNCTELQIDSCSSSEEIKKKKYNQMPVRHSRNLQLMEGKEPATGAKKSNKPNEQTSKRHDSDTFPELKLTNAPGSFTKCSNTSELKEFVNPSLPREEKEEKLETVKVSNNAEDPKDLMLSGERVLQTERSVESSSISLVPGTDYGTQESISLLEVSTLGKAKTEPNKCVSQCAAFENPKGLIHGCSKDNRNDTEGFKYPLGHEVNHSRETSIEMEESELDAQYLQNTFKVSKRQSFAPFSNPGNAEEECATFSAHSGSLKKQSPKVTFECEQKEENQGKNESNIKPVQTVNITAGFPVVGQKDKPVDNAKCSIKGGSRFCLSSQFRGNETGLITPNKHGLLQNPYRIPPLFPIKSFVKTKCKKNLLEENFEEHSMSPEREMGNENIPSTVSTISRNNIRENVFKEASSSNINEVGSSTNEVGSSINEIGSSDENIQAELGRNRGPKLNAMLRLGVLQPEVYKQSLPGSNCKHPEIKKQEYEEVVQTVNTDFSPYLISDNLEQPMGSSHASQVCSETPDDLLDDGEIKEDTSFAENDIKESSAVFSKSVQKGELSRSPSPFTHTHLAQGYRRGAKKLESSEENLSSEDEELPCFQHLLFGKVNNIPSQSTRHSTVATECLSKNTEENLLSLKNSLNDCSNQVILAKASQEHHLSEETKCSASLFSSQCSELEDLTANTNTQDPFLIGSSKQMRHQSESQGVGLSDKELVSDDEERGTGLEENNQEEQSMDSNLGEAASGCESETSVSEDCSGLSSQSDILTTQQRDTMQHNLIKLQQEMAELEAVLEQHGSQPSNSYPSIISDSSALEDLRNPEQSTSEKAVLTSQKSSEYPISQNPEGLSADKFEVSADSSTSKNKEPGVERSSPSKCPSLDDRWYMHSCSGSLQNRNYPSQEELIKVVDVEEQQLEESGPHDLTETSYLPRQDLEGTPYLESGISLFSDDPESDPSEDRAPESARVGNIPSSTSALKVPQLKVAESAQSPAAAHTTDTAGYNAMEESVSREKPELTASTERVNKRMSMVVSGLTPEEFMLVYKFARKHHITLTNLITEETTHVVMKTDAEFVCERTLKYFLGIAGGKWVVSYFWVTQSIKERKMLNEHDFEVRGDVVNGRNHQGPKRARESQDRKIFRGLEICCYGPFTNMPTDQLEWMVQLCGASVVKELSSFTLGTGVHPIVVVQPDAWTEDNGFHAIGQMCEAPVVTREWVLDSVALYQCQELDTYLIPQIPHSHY
#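 Fluorescence polarization: His-tagged BRCT (~35 kDa BRCA1 C-terminus, 250 nM) bound to 100 nM fluorescein-labeled phosphorylated 10-aa BACH1 peptide, pH 7.3 phosphate buffer with DTT and Tween 20. Compounds incubated 12 min at room temperature; inhibition read as lowered polarization.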
# UbGFP stabilizer – ubiquitin-GFP accumulation via proteasome inhibition; Ubiquitin-GFP reporter cells, proteasome inhibition, GFP fluorescence; response scale: untreated = 0%, 10 µM MG-132 = 100%; Potency, µM (series often up to 45.9 µM), for the others: at the top dose activation (GFP accumulation), most hits filed as activators; 67,000 tested, under 10 active; active = well fitted activation curve with a large enough effect, not every such curve was filed as active; inconclusive = small, poorly fitted or top-dose-only effect, or another doubt; inactive = no such curve, though single readings can be large or run the other way; note: potency is the fitted concentration of half-maximal effect
#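 U2OS Ub(G76V)-GFP reporter; O/N plating, 0.5% FBS; cpd 46 uM–2.9 nM, 4 h, 37 °C; GFP+ cell count, 488/515 nm; norm. to basal vs 10 uM MG-132; CRC fit.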
# Pol III holo inh – blocks replication by bacterial DNA polymerase III holoenzyme | Potency, µM (top dose mostly 57.1 µM), for the others: at the top dose activity change, negative = inhibition | actives 0.25% (n = 71,000) | reconstituted DNA polymerase III holoenzyme replication, biochemical; note: potency is the fitted concentration of half-maximal effect; % is set by controls: 0 for no effect and ±100 for the full control effect
#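 Reconstituted *E. coli* holoenzyme (0.35 nM Pol III, 1 nM beta, 154 nM SSB, 2 nM primase) was preincubated with compound for 15 min at RT. Synthesis on 1.4 nM ssM13Gori ran 35 min, then was stopped with PicoGreen/EDTA and read as dsDNA fluorescence.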
# BRCT inh red – inhibitors of human BRCA1 BRCT-phosphoprotein interaction (red fluorophore); P38398; BRCT-phosphopeptide binding, red fluorescence polarization; Potency, µM (top dose mostly 76.9 µM), without a hit: top-dose activity change, negative = inhibition, hits mostly inhibitors; actives 0.03% (n = 75,000); AID 892; note: % is set by controls: 0 for no effect and ±100 for the full control effect
#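 Fluorescence polarization: 100 nM His-tagged BRCA1 BRCT with 100 nM TAMRA-labelled phospho-BACH1 decapeptide, phosphate buffer pH 7.3 with 150 mM NaCl, DTT, 0.01% Tween 20; 12 min RT. Binding inhibition seen as FP decrease.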
# HBB splice mod – alters splicing of the hemoglobin beta chain. HBB splicing reporter cell assay, activation; EGFP reporter with mutant IVS2-654 intron; response scale: normalised to 500 nM splice-correcting PNA. Potency, µM (doses to about 46.1 µM), for the others: top-dose activation, actives largely listed as activators. actives 0.06% (n = 65,000). AID 925; note: potency is the fitted concentration of half-maximal effect; 0% is about no effect
#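 Compounds were applied for 2 days to HeLa EGFP-654 cells, 500/well in Optimem with 2% FCS. The reporter's EGFP is disrupted by mis-splicing of beta-globin intron IVS2-654. Readout: summed well GFP fluorescence from 488 nm laser scanning; reference was 500 nM antisense […] 654 PNA.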
# USP2a inh – USP2a (human) protease inhibition; USP2a enzymatic assay, qHTS inhibition; Potency, µM (doses to about 38.3 µM), for inactives: at the top dose activity change, negative = inhibition, most hits filed as inhibitors; actives 0.1% (n = 60,000);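 note: potency is the fitted concentration of half-maximal effect; nearly all actives have a fitted effect of over 60% in size; plate controls were DMSO for no effect and NEM full inhibition control for full effect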
#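 USP2 core (20nM final) preincubated 30 min RT with compound, then Ub-PLA2 20nM and NBD C6-HPC 20uM final added; buffer 20mM Tris-HCl pH 8.0, 2mM CaCl2. Fluorescence Ex 460/Em 535 read at 0 and 2.5 h; normalized to NEM.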
# CRE-bla Fsk – alters forskolin-stimulated CRE reporter signaling in CHO cells | CHO CRE-bla reporter (cAMP response element driving beta-lactamase), forskolin EC10, beta-lactamase ratio | Potency, µM (top dose mostly 38.2 µM), for the others: at the highest dose activity change, negative = inhibition, most hits filed as activators | actives 2.5% (n = 71,000); active = well fitted activation curve with a large enough effect in the signal ratio, with a control signal flat, not every such curve was filed as active; inconclusive = small, poorly fitted or top-dose-only effect, or effect the other way, or a change in a side signal; the % refers to the signal ratio; note: potency is the fitted concentration of half-maximal effect; % of control where 0% means no effect
#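 Forskolin analogue NKH 477 at EC10 stimulated CRE-driven beta-lactamase in CHO cells alongside compound dilution series. Beta-lactamase was measured with CCF4, excitation 405 nm, emission ratio 460/530 nm.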
# GFP derepression – epigenetic GFP locus derepression in mouse cells; Potency, µM (series often up to 46.1 µM), without a hit: at the highest dose GFP derepression (activation); actives 0.09% (n = 68,000); AID 597; mouse C127i GFP locus derepression, cytometry, 30 h; note: % of control where 0% means no effect
#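 Murine C127i mammary cells carrying a silenced, stably integrated CMV-driven GFP reporter were treated with compound for 30 hours at 37 C. After PBS washes, GFP-positive cells were counted by laser-scanning microplate cytometry.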
# 15-hLO inh – 15-hLO (ALOX15) enzyme inhibition | Potency, µM (titrated, usually from 57.1 µM), without a hit: at the highest dose activity change, negative = inhibition, hits mostly inhibitors | actives 1.4% (n = 74,000) | P16050 | purified 15hLO-1, xylenol orange hydroperoxide absorbance | AID 887; note: potency is the fitted concentration of half-maximal effect; % is set by controls: 0 for no effect and ±100 for the full control effect; nearly all actives have a fitted effect of over 55% in size
#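 Compounds were preincubated 15 min at room temperature with 40 nM purified human enzyme (25 mM Hepes pH 7.5, 0.01% Triton X-100); 50 uM arachidonic acid reacted 6 min. Fe-xylenol orange detection, 30 min, absorbance ratio 573/405 nm.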
# HADH2 inhib – inhibitors of human HADH2 dehydrogenase; Potency, µM (doses to about 57.1 µM), for inactives: top-dose activity change, negative = inhibition, most hits filed as inhibitors; recombinant HADH2, NADH fluorescence, beta-hydroxybutyryl-CoA; actives 3.4% (n = 73,000); note: potency is the fitted concentration of half-maximal effect; % is set by controls: 0 for no effect and ±100 for the full control effect; nearly all actives have a fitted effect of over 60% in size; many of its hits are not listed in these tables
#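 20 nM HADH2 + cpd, 15 min RT; add 1 mM NAD+/90 uM beta-hydroxybutyryl-CoA; kinetic fluorescence 360/450 nm, 4 min. Tris-HCl pH 9.0, 0.01% Tween-20.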
# Hsp90 Hop PPI – changes Hsp90-Hop TPR2A binding signal, up or down | AID 595 | AlphaScreen TPR2A-His6 binding biotin-Hsp90 C-terminal peptide | actives 0.44% (n = 71,000) | Potency, µM (doses to about 57 µM), for inactives: at the highest dose activity change, negative = inhibition; active = well fitted curve in either direction with a large enough effect; inconclusive = small, poorly fitted or top-dose-only effect, or another doubt; note: potency is the fitted concentration of half-maximal effect; % is set by controls: 0 for no effect and ±100 for the full control effect; many of its hits are not listed in these tables
# Starred values were filed as active, the others as inactive; ? = inconclusive; . = not tested or not shown; [ ] = remark or other dose. Unless noted, calls come from the whole dose curve; as a rule, active = well fitted curve in the direction sought with a large enough effect; inconclusive = small, poorly fitted or top-dose-only effect, or another doubt; inactive = no such curve, though single readings can be large; an effect the other way counts as inactive or inconclusive.
SMILES,BRCT PPI green,UbGFP stabilizer,Pol III holo inh,BRCT inh red,HBB splice mod,USP2a inh,CRE-bla Fsk,GFP derepression,15-hLO inh,HADH2 inhib,Hsp90 Hop PPI
COc1ccc(-n2c(=O)cc(N3CCN(c4ccccc4OC)CC3)[nH]c2=O)cc1,-0.9%,-4%,-1%,1.0%,1.0%,-5%,-14%,-2%,16%,?,0%
O=C1C2=CC[C@@H]3C(=O)N(c4ccc(F)cc4F)C(=O)[C@H]3[C@H]2[C@H](O)[C@H]2O[C@H]12,-4.6%[15.4 µM],.,.,-1.6%[15.4 µM],-0.4%[9.22 µM],.,.,.,-4%[11.4 µM],-8%[11.4 µM],.
Cc1c2cn[nH]c(=O)c2c(C)n1Cc1ccc(F)cc1,0.2%,-10%,-13%,-1.6%,-1.2%,.,-4%,2%,-12%,11%,-4%
COc1ccc(C(C(=O)NC2CCCCC2)N2CCC3(CC2)OCCO3)cc1 (configuration not stated),-1.0%,-7%,1%,-1.0%,-0.9%,4%,-2%,1%,-3%,10%,?
Cc1ccccc1Nc1ncnc2c1cnn2-c1ccccc1,-2.0%,-2%,6%,0.7%,-0.7%,.,?,.,-4%,?,7%
CCOC(=O)N1CCC(NC(=O)CSCc2nc(-c3cccc(OC)c3)oc2C)CC1,-2.6%,11%,1%,-1.3%,-0.2%,9%,6%,1%,5%,1%,3%
O=C(CSCCO)Nc1cccc(C(F)(F)F)c1,-1.2%,1%,1%,0.8%,4.0%,-1%,4%,3%,7%,5%,-4%
O=C(Nc1cc(C(F)(F)F)ccc1Cl)c1cc(C2CC2)on1,0.3%,-1%,1%,0.1%,-2.3%,3%,?,3%,1%,-6%,9%
Cc1cc(Nc2ccccc2)n(C(=O)c2ccc(N)cc2)n1,0.0%,7%,-3%,0.4%,-1.3%,-4%,22%,-3%,-12%,-6%,-17%
CC(=O)Oc1ccccc1C(=O)Oc1ccccc1C(=O)O,-0.5%[3.08 µM],8%[20.5 µM],3%[25.6 µM],0.6%,0.9%[20.6 µM],5%,2%[17.1 µM],0%[20.6 µM],4%,2%[25.6 µM],-3%[26 µM]
O=C(NCc1ccc2c(c1)OCO2)C1CCCN1C(=O)Nc1cccc(Cl)c1 (configuration not stated),-0.8%,0%,-2%,-1.6%,.,-13%,-6%,0%,-3%,-1%,0%
COc1ccc2[nH]c(=O)c(CN(Cc3nnnn3Cc3ccc(F)cc3)CC3CCCO3)cc2c1 (configuration not stated),-6.8%,0%,-5%,-2.0%,.,-48%,-2%,-2%,25µM*,-12%,-2%
N#CCC(=O)N1CCCCCC1,0.2%,3%,-4%,-0.2%,-0.5%[57.5 µM],2%,-2%,0%,14%,3%,2%
Cc1nnc(SCC(=O)NC(=O)NC(C)(C)C)n1N,-2.1%,-4%,0%,1.5%,6.4%[57.5 µM],-6%,0%,8%,3%,-4%,2%
CN(C)S(=O)(=O)c1cc(S(=O)(=O)N(C)C)c(Cl)cc1N,0.7%,-5%,-1%,0.2%,-0.1%,.,12%,-4%,-11%,-15%,-3%
COc1cccc(-c2ccc3ncnc(N(C)Cc4ccco4)c3c2)c1,-3.1%,14%,-7%,0.1%,-1.5%,151%[activator],10%,-3%[9.22 µM],-22%,?,-20%
O=[n+]1cc(-c2cc3ccccc3o2)n([O-])c2c1CCCC2,-1.6%,3%,0%,1.0%,8.8%[0.369 µM],4%,?,7%,10%,13%,-4%
Cn1c(SCC(=O)Nc2nccs2)nnc1C12CC3CC(CC(C3)C1)C2,-4.9%,0%,-3%,-1.2%,-1.4%,-3%,-5%,-2%,-4%,-5%,-5%
COc1ccccc1CNc1ncncc1-c1ccccc1Cl,-0.2%,-6%,-5%,0.8%,0.4%,10%,3%,-3%[9.22 µM],?,-17%,-7%
COC(=O)c1nnc(-c2ccccc2)c(-c2ccccc2)n1,-4.0%,1%,-7%,1.0%,0.9%[57.5 µM],-6%,15%,0%,-6%,-20%,-3%
O=S(=O)(Nc1ccc2c(c1)nc1n2CCN(Cc2ccccc2)C1)c1ccc(Cl)cc1,2.0%,-3%,-10%,1.0%,2.0%,45%[activator],-17%,0%,-22%,3%,-8%
COc1cccc2cc(C(=O)N3CCN(C45CC6CC(CC(C6)C4)C5)CC3)c(=O)oc12,0.1%,3%,0%,-0.1%,-0.6%,26%,2%,2%,3%,-11%,-6%
Cc1nnc(SCCn2c(N3CC(C)CC(C)C3)nc3c2c(=O)n(C)c(=O)n3C)s1 (configuration not stated),-2.2%,11%,0%,0.1%,5.8%[1.84 µM],5%,0%,-2%,-1%,11%,0%
C=CCn1c(SCC(=O)N2CCN(c3ccc(F)cc3)CC2)nnc1-c1ccco1,-2.2%,-11%,-4%,0.2%,-0.8%,.,-10%,.,-5%,0%,-2%
CCCCOC(=O)n1c(=O)oc2cc(S(=O)(=O)N3CCCCC3)ccc21,1.1%,-6%,-4%,-0.3%,9.4%[0.369 µM],-19%,?,0%,-14%,-5%,0%

# Further records:
SMILES,BRCT PPI green,UbGFP stabilizer,Pol III holo inh,BRCT inh red,HBB splice mod,USP2a inh,CRE-bla Fsk,GFP derepression,15-hLO inh,HADH2 inhib,Hsp90 Hop PPI
O=C(O)CCNc1ccccc1C(=O)O,0.7%[15.4 µM],-5%[9.17 µM],-3%[11.4 µM],1.7%[15.4 µM],2.4%[9.22 µM],.,9%[7.6 µM],4%[9.22 µM],3%[11.4 µM],-12%[11.4 µM],-2%[11 µM]
COc1cccc(Nc2ncc3nc(-c4ccc(F)cc4)c(=O)n(C)c3n2)c1,0.4%,-4%,2%,1.3%,2.0%,140%[activator],?,8%[9.22 µM],-2%,12%,-2%
Clc1ccccc1Nc1ncnc2c1nnn2Cc1ccccc1,2.0%,-1%,4%,-0.5%,.,6%,15%,3%,-12%,1%,3%
CCOC(=O)C1CCN(C(=O)Nc2ccc(Cl)cc2Cl)CC1,-3.8%,-2%,-1%,-0.4%,-1.0%,-8%,-7%,5%,-28%,10%,-1%
Cc1nc(-c2ccccc2)c(Cc2ccccc2O)c(=O)[nH]1,0.6%[15.4 µM],3%[9.17 µM],-9%[11.4 µM],-0.2%[15.4 µM],0.6%[9.22 µM],.,17%[7.6 µM],-6%[9.22 µM],4%[11.4 µM],-9%[11.4 µM],-2%[11 µM]
CC(=O)Nc1ccc(N2CCN(Cc3ccccc3F)CC2)cc1,-2.0%,1%,-1%,-0.3%,1.3%,-6%,-5%,-1%,2%,9%,-2%
O=C(O)CSc1ccccn1,-2.1%,4%,-6%,0.2%,0.0%[57.5 µM],.,1%,-3%,20%,-4%,-4%
COc1ccc(N2CC(C)Cn3c2nc2c3c(=O)[nH]c(=O)n2C)cc1 (configuration not stated),-4.3%,10%,4%,-0.2%,4.7%[1.84 µM],-1%,?,-2%,-1%,1%,1%
Cc1cccc(Nc2nc(NC(C)C)nc(Oc3ccc(=O)n(C)n3)n2)c1,0.8%,2%,-3%,-2.4%,-1.6%[57.5 µM],21%,?,0%,-13%,-1%,0%
CCN(CC)c1ccc(NC(=O)c2ccc(NC(=O)C3CCCO3)cc2)c(C)c1 (configuration not stated),-2.0%,-3%,4%,0.1%,-2.9%,13%,?,1%,-6%,-26%,-4%
COc1ccc(CCNC(=O)CCS(=O)(=O)c2cccc3nsnc23)cc1OC,-3.5%,-6%,2%,1.3%,-1.0%,5%,2%,2%,11%,-19%,-8%
CCC1CC(C)(C(=O)Nc2ccc(S(N)(=O)=O)cc2)OC1=O (configuration not stated),-1.3%,12%,-4%,-0.2%,-0.9%,14%,-1%,-2%,6%,9%,-2%
Cc1nnc(SCCn2c(N3CCCC(C)C3)nc3c2c(=O)[nH]c(=O)n3C)s1 (configuration not stated),-3.5%,3%,2%,0.1%,1.7%[57.5 µM],-1%,?,-2%,-6%,-6%,-1%
Nc1nc(Cc2ccccc2)nc(Cc2ccccc2)c1-c1ccccc1,0.3%[15.4 µM],9%[9.17 µM],-11%[11.4 µM],-2.4%[15.4 µM],-1.1%[9.22 µM],.,-7%[7.6 µM],28%[9.22 µM],-3%[11.4 µM],14%[11.4 µM],-2%[11 µM]

# This is a subset; rates above refer to the full screens.
